TRHR enhancer: qHTS for Small Molecule Agonists and Allosteric Enhancers of Human TRH Receptor: Primary Screen for Enhancers | TRHR cells, fluo-8 calcium fluorescence, EC20 TRH enhancement | enhancement, % at 2 µM | actives 0.66% (n = 360,000); in the data active = enhancement above about 30%; note: 0% is about no effect
Target sequence (P34981 whole entry, looked up): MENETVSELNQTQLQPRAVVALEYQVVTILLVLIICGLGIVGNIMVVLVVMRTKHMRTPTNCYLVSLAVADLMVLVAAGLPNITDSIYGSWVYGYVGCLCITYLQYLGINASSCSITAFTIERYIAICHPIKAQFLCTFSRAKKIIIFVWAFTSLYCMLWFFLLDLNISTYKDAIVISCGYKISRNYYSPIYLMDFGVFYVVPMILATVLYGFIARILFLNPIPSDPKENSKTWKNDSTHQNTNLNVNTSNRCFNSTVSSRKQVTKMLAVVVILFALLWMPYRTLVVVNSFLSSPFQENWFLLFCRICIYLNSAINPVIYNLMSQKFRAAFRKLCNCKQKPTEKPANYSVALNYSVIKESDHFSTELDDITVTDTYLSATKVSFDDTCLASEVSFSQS
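TRHR-expressing cells loaded with fluo-8 calcium dye were read kinetically (ex 480/em 530) during compound addition, then stimulated with an EC20 of TRH (10 nM final). Enhancement of the Gq-mediated intracellular calcium response was scored.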
D2 ag: HTS Assay for Allosteric Agonists of the Human D2 Dopamine Receptor: Primary Screen for Agonists. HEK293 T-REx D2 cells, calcium flux agonist mode. activation, % at 2 µM. actives 0.53% (n = 340,000);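 active = activation over 3 SD above normal in the single-dose calcium agonist read, cut at about 30% in these data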; note: 0% is about no effect
Target sequence (P14416 whole entry, looked up): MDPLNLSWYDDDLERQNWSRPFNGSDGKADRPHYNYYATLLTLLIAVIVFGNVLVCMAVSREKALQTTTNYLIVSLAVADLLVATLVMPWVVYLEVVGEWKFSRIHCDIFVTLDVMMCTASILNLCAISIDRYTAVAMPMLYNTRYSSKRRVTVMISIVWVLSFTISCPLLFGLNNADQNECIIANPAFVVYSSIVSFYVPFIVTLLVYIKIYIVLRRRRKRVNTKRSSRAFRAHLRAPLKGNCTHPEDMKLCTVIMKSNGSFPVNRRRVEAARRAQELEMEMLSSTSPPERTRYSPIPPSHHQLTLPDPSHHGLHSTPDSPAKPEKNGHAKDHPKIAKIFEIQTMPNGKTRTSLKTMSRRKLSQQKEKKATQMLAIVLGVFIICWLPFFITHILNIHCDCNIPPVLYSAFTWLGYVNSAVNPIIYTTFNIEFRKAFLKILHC
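Tetracycline-induced HEK293 T-REx cells with force-coupled D2 receptor, plated overnight at 30 C, loaded with no-wash calcium dye. After a 10 s baseline, compound was pin-added and calcium flux read kinetically for 180 s; calcium rises flagged agonists.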
RXFP1 antagonist: qHTS Assay for Antagonists of the Relaxin Receptor RXFP1; activity change, negative = inhibition, % at 57.5 µM; actives 0.59% (n = 350,000); Relaxin receptor 1 (Homo sapiens), Q9HBX9; HEK293-RXFP1, relaxin-stimulated cAMP HTRF, 30 min; hits give low values; AID 1259400, 2018;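 active = activity change of -60% or lower, but not beyond a set lower limit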; note: % is set by controls: 0 for no effect and ±100 for the full control effect
D2 antagonist: HTS Assay for Allosteric Antagonists of the Human D2 Dopamine Receptor: Primary Screen for Antagonists. HEK293 TREx D2 cells, calcium flux, dopamine EC80. actives 2% (n = 340,000). D(2) dopamine receptor (Homo sapiens), P14416. inhibition, % at 10 µM; in the data active = inhibition above about 30%; note: 0% is about no effect
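HEK293 T-REx D2 cells, tet-induced, calcium dye no-wash. Cpd pintool add, 180 s kinetic, then EC80 DA, 180 s kinetic. Ca flux read.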
D1 antag: Antagonist of Human D 1 Dopamine Receptor: qHTS. HEK293 TREx D1 cells, calcium flux, dopamine EC80; hits give low values. activity change, negative = inhibition, % at 10 µM. D(1A) dopamine receptor (Homo sapiens), P21728. actives 3.2% (n = 360,000); in the data active = activity change below about -30%; note: % is set by controls: 0 for no effect and ±100 for the full control effect
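HEK293 T-REx cells expressing inducible, force-coupled D1 receptor; no-wash Ca dye, 30–90 min RT. Cmpd → 180 s read at 1 Hz → EC80 DA → 180 s read.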
D2 PAM: HTS Assay for Positive Allosteric Modulators of the Human D2 Dopamine Receptor: Primary Screen for Potentiators. potentiation, % at 10 µM. D(2) dopamine receptor (Homo sapiens), P14416. actives 0.34% (n = 340,000). HEK293 T-REx D2, calcium flux, EC20 dopamine potentiation;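 active = potentiation over 3 SD above the plate norm, cut at about 30% in these data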; note: 0% is about no effect
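Calcium flux readout, no-wash dye, 1 read/s. Inducible HEK293 Trex D2 line, overnight 30 C. Compound alone 180 s (agonist flags), then EC20 dopamine, another 180 s to score potentiation.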
TRHR agonist: qHTS for Small Molecule Agonists and Allosteric Enhancers of Human TRH Receptor: Primary Screen for Agonists; Thyrotropin-releasing hormone receptor (Homo sapiens), P34981; TRHR cells, calcium flux fluo-8, FDSS agonist mode; activation, % at 2 µM; actives 0.18% (n = 360,000); AID 493084, 2011; note: 0% is about no effect
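In this calcium-flux screen, cells bearing human TRHR are dye-loaded with fluo-8, baselined for 10 cycles, then exposed to library compounds; positive kinetic calcium responses during the agonist phase mark hits, with TRH as control.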
D1 potentiator: Potentiators of Human D1 Dopamine Receptor: qHTS; D(1A) dopamine receptor (Homo sapiens), P21728; HEK293 TREx D1 cells, calcium flux, dopamine EC20 potentiation; potentiation, % at 10 µM; actives 0.036% (n = 360,000); AID 504651, 2011; in the data active = potentiation above about 30%; note: 0% is about no effect
D1 ag: Allosteric Agonists of the Human D1 Dopamine Receptor: qHTS; HEK293 T-REx D1 cells, calcium flux, agonist mode; D(1A) dopamine receptor (Homo sapiens), P21728; AID 504660, 2011; activation, % at 2 µM; actives 1% (n = 360,000); note: 0% is about no effect
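Tetracycline-induced HEK293 TREx D1 cells, force-coupled to calcium signalling, were dye-loaded with a no-wash calcium kit. Compound was pin-added after a 10 s baseline. Fluorescence was read kinetically at 1 cycle/s for 180 s, with calcium rises flagged as agonism.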
Numbers without * were called inactive. Cut-off read from the data, not from the text of the source, unless noted: active = activation above about 30%; inactive = the rest.

For CC1(C)CC(=O)C2=C(C1)OC(N)=C(C#N)C21C(=O)N(CN2CCOCC2)c2ccccc21 (stereo not drawn) the results were TRHR enhancer -2, D2 ag -0.1, RXFP1 antagonist 1, D2 antagonist -10, D1 antag 1, D2 PAM -2, TRHR agonist 0.1, D1 potentiator 1 and D1 ag 3.
Screening Cc1ccc(S(=O)(=O)N2CCCC(C(=O)Nc3cccnc3)C2)cc1 (stereo not drawn) returned TRHR enhancer 6, D2 ag -0.6, RXFP1 antagonist -10, D2 antagonist -9, D1 antag 8, D2 PAM -5, TRHR agonist -0.8, D1 potentiator -3 and D1 ag 2.
For CC(Oc1ccccc1)C(=O)NC1C(=O)N2C1SC(C)(C)C2C(=O)O (stereo not drawn) the results were TRHR enhancer 4, D2 ag -0.1, RXFP1 antagonist 17, D2 antagonist 5, D1 antag 4, D2 PAM 0, TRHR agonist 0.5, D1 potentiator -2 and D1 ag 2.
Screening COc1ccc(-c2cnnc(N/N=C/c3ccc(O)c(O)c3)n2)cc1 returned TRHR enhancer 6, RXFP1 antagonist 12, D1 antag -4, D2 PAM 16, TRHR agonist 0.0, D1 potentiator 8 and D1 ag -1.
Screening O=c1cc(CO)oc(C(Nc2cccc(C(F)(F)F)c2)c2ccccn2)c1O (stereo not drawn) returned TRHR enhancer 0, D2 ag -0.5, D2 antagonist 8, D1 antag 14, D2 PAM -11, TRHR agonist 0.7, D1 potentiator -1 and D1 ag 1.
Screening Nc1nc(C(=O)N2CCOCC2)nn1C(=O)c1ccc(Cl)cc1 returned TRHR enhancer 4, D2 ag 0.3, RXFP1 antagonist -1, D2 antagonist 23, D1 antag -3, D2 PAM 6, TRHR agonist -0.4, D1 potentiator 1 and D1 ag 2.
For O=C1CNC(=S)N1Cc1ccc(Cl)cc1 the results were TRHR enhancer -5, D2 ag -1.0, RXFP1 antagonist 1, D2 antagonist -1, D1 antag -2, D2 PAM -2, TRHR agonist -0.1, D1 potentiator 4 and D1 ag 3.
`COc1ccc(F)cc1S(=O)(=O)NC1CCCCCC1` gave TRHR enhancer -3, D2 ag -0.3, RXFP1 antagonist 11, D2 antagonist -6, D1 antag 2, D2 PAM -2, TRHR agonist 0.8, D1 potentiator -1 and D1 ag 2.
For COc1ccc(CCNC(=O)Cn2c([N+](=O)[O-])cnc2C)cc1OC the results were TRHR enhancer -4, D2 ag 1.2, RXFP1 antagonist -2, D2 antagonist 12, D1 antag -11, D2 PAM -1, TRHR agonist 0.5, D1 potentiator 0 and D1 ag 2.
O=C(OCc1ccccc1)/C(=C(\O)c1ccccc1Br)c1ccc(-c2ccccc2)cn1 was read as TRHR enhancer -2, D2 ag 0.1, D2 antagonist -5, D1 antag 1, D2 PAM -11, TRHR agonist 0.3, D1 potentiator -2 and D1 ag 5.
`COc1ccccc1CNS(=O)(=O)c1ccc2c(c1)NC(=O)C(C)C(=O)N2` (stereo not drawn) gave TRHR enhancer -8, RXFP1 antagonist 21, D1 antag -5, D2 PAM -28, TRHR agonist 3.5, D1 potentiator -2 and D1 ag 24.
For N/C(=N\S(=O)(=O)c1cc(C(F)(F)F)cc(C(F)(F)F)c1)c1ccccc1 the results were TRHR enhancer -5, D2 ag 2.0, RXFP1 antagonist 3, D2 antagonist 2, D1 antag -9, D2 PAM -3, TRHR agonist 1.1, D1 potentiator -1 and D1 ag 16.
`C=CCOC(=O)C1=C(C)OC(N)=C(C#N)C1c1ccco1` (stereo not drawn) gave TRHR enhancer 7, D2 ag 0.0, RXFP1 antagonist -6, D2 antagonist -2, D1 antag 2, D2 PAM -2, TRHR agonist 0.1, D1 potentiator -2 and D1 ag 3.
Screening Cc1cc(C)c2nc(SCC(=O)NNC(=O)c3ccco3)c(C)cc2c1 returned TRHR enhancer -9, D2 ag 0.3, RXFP1 antagonist 5, D2 antagonist -17, D1 antag 2, D2 PAM -2, TRHR agonist -0.1, D1 potentiator -7 and D1 ag 1.
`COc1ccc(OCc2nnc(SCC(=O)c3ccccc3)o2)cc1` gave TRHR enhancer 15, D2 ag -1.1, RXFP1 antagonist -27, D2 antagonist 18, D1 antag 12, D2 PAM 2, TRHR agonist -0.1, D1 potentiator 5 and D1 ag 3.
Cn1cncc1C#Cc1ccc2cc(C3(O)CCCCC3)oc(=O)c2c1 was read as TRHR enhancer 0, D2 ag 1.5, D2 antagonist -10, D2 PAM -20, TRHR agonist 0.2, D1 potentiator 1 and D1 ag 0.
Screening O=C(c1cc(Br)c[nH]1)N1CCCCC1 returned TRHR enhancer 4, D2 ag -0.1, RXFP1 antagonist 6, D2 antagonist 1, D1 antag 3, D2 PAM 0, TRHR agonist 0.0, D1 potentiator -7 and D1 ag 0.
COc1cccc(C2C(C(=O)Nc3ccc(C)cc3C)=C(C)Nc3c(C(=O)Nc4ccccc4)cnn32)c1 (stereo not drawn) was read as TRHR enhancer 2, D2 ag 0.8, RXFP1 antagonist 15, D1 antag 0, D2 PAM 4, TRHR agonist 1.1, D1 potentiator 5 and D1 ag 5.
For CCNC(=S)N1CCN(C(=O)C(Cc2ccccc2)NC(C)=O)CC1 (stereo not drawn) the results were TRHR enhancer -3, D2 ag -0.9, RXFP1 antagonist 1, D2 antagonist -16, D1 antag -4, TRHR agonist -0.4, D1 potentiator -5 and D1 ag 6.
For O=C(CSc1nnc(-c2ccccc2Br)n1-c1ccccc1)c1ccc(F)cc1 the results were TRHR enhancer -8, D1 antag 8, D2 PAM -2, TRHR agonist -1.7, D1 potentiator -3 and D1 ag 2.
For CCC(C(=O)NCc1ccco1)N(C(=O)CNS(=O)(=O)c1ccccc1)c1ccccc1C (stereo not drawn) the results were TRHR enhancer 6, D2 ag -0.6, RXFP1 antagonist -36, D2 antagonist 0, D1 antag -2, D2 PAM 4, TRHR agonist -0.5, D1 potentiator -3 and D1 ag 1.
Screening O=C(COc1ccc(Cl)cc1Br)Nc1cccc(S(=O)(=O)N2CCCC2)c1 returned TRHR enhancer -7, D2 ag 0.5, RXFP1 antagonist 1, D2 antagonist 11, D1 antag -19, D2 PAM 4, TRHR agonist 0.3, D1 potentiator -9 and D1 ag 4.
`Cn1c(SCC(=O)N2c3ccccc3Sc3ccc(Cl)cc32)nnc1-c1ccco1` gave TRHR enhancer -2, D2 ag 0.2, RXFP1 antagonist -3, D2 antagonist -18, D1 antag 6, D2 PAM -4, TRHR agonist 0.6, D1 potentiator 3 and D1 ag 2.
For CCOC(=O)c1cnc(-n2nc(C)cc2C)nc1NC(C)c1ccccc1 (stereo not drawn) the results were TRHR enhancer -6, D2 ag 5.2, RXFP1 antagonist -31, D2 antagonist 20, D1 antag 7, D2 PAM -7, TRHR agonist 2.7, D1 potentiator -1 and D1 ag 12.

Reprinted at random: 2 records from the list
Screening O=C(c1cc(Br)c[nH]1)N1CCCCC1 returned TRHR enhancer 4, D2 ag -0.1, RXFP1 antagonist 6, D2 antagonist 1, D1 antag 3, D2 PAM 0, TRHR agonist 0.0, D1 potentiator -7 and D1 ag 0.
For CCC(C(=O)NCc1ccco1)N(C(=O)CNS(=O)(=O)c1ccccc1)c1ccccc1C (stereo not drawn) the results were TRHR enhancer 6, D2 ag -0.6, RXFP1 antagonist -36, D2 antagonist 0, D1 antag -2, D2 PAM 4, TRHR agonist -0.5, D1 potentiator -3 and D1 ag 1.

The main list resumes, starting 3 compounds before the break.
Screening O=C(COc1ccc(Cl)cc1Br)Nc1cccc(S(=O)(=O)N2CCCC2)c1 returned TRHR enhancer -7, D2 ag 0.5, RXFP1 antagonist 1, D2 antagonist 11, D1 antag -19, D2 PAM 4, TRHR agonist 0.3, D1 potentiator -9 and D1 ag 4.
`Cn1c(SCC(=O)N2c3ccccc3Sc3ccc(Cl)cc32)nnc1-c1ccco1` gave TRHR enhancer -2, D2 ag 0.2, RXFP1 antagonist -3, D2 antagonist -18, D1 antag 6, D2 PAM -4, TRHR agonist 0.6, D1 potentiator 3 and D1 ag 2.
For CCOC(=O)c1cnc(-n2nc(C)cc2C)nc1NC(C)c1ccccc1 (stereo not drawn) the results were TRHR enhancer -6, D2 ag 5.2, RXFP1 antagonist -31, D2 antagonist 20, D1 antag 7, D2 PAM -7, TRHR agonist 2.7, D1 potentiator -1 and D1 ag 12.
Screening CN(C(=O)COC(=O)CCC(=O)c1ccc(Cl)cc1)c1c(N)n(Cc2ccccc2)c(=O)[nH]c1=O returned TRHR enhancer 14, D2 ag 0.6, RXFP1 antagonist -2, D2 antagonist 15, D1 antag -17, D2 PAM -1, TRHR agonist -0.1, D1 potentiator -2 and D1 ag 4.
CN(C)S(=O)(=O)c1ccc(NC(=O)c2ccc(Br)o2)cc1 was read as TRHR enhancer 12, RXFP1 antagonist -9, D1 antag -8, TRHR agonist 0.5, D1 potentiator 3 and D1 ag 1.
Screening CCCCn1c(N)c(N(CC(C)C)C(=O)c2cc(S(=O)(=O)N3CCOCC3)ccc2Cl)c(=O)[nH]c1=O returned TRHR enhancer 6, D2 ag -0.4, RXFP1 antagonist -3, D2 antagonist -15, D1 antag -27, D2 PAM 17, TRHR agonist 0.1, D1 potentiator -9 and D1 ag 2.
COc1cccc(-c2ccc(=O)n(CC(=O)Nc3ccc(S(=O)(=O)NCC(C)C)cc3)n2)c1 was read as TRHR enhancer 22, D2 ag -2.3, D2 antagonist -3, D1 antag -1, D2 PAM 13, TRHR agonist 0.4, D1 potentiator -2 and D1 ag 3.
For COCCNC(=O)C(=O)N/N=C(\C)CC(=O)Nc1cccc(C(F)(F)F)c1 the results were TRHR enhancer -2, D2 ag -0.9, RXFP1 antagonist -19, D2 antagonist 10, D1 antag 7, D2 PAM 3, TRHR agonist -0.8, D1 potentiator -1 and D1 ag 1.
`CCNc1nc(Oc2ccc(OC)cc2)cc(C(F)(F)F)n1` gave TRHR enhancer -4, D2 ag 0.1, RXFP1 antagonist -28, D2 antagonist -20, D1 antag 0, D2 PAM 8, TRHR agonist -1.2, D1 potentiator -4 and D1 ag 4.
`O=c1c(-c2ccc(O)cc2)coc2c(C3O[C@H](CO)[C@@H](O)[C@H](O)[C@H]3O)c(O)ccc12` (stereo partly drawn) gave TRHR enhancer 7, D2 ag 0.5, RXFP1 antagonist -1, D2 antagonist -3, D1 antag 5, D2 PAM 1, TRHR agonist 0.1, D1 potentiator -1 and D1 ag 3.

Bioassay records as filed in PubChem BioAssay.
